Screening data from PubChem.
Mm-Cpn inhibitor: blocks the Methanococcus maripaludis chaperonin Mm-Cpn; purified Mm-Cpn ATPase, ADP Transcreener TR-FRET; hit rate 0.031% among 330,000; Potency, µM (doses to about 76.9 µM), for the others: top-dose activity, negative = inhibition, most hits filed as inhibitors; also: potency is read from the fitted curve at half-maximal effect; % is scaled to controls: 0 for no effect and ±100 for the full control effect; nearly all actives have a fitted effect of over 80% in size
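Inhibition of chaperonin ATP hydrolysis is measured as reduced ADP production, detected by competitive TR-FRET in which signal falls with ADP. Final enzyme 25 nM and ATP 10 uM, reacted 30 min at 37°C.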
Nrf2 ARE act: activators of Nrf2 (ARE) signaling; AREc32 ARE-luciferase reporter (MCF7-derived line), luminescence, 24 h; Potency, µM (titrated, usually from 46.1 µM), without a hit: at the top dose activation, hits mostly activators; hit rate 0.31% among 410,000; AID 624171; also: potency is read from the fitted curve at half-maximal effect; % of control where 0% means no effect; nearly all actives have a fitted effect of over 65% in size
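Quantitative high-throughput format: AREc32 reporter cells, 1000 per well, received compound by pin transfer and were incubated 24 hr at 37 deg C, 5% CO2, before Steady-Glo luminescence detection.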
Nrf2 block: Nrf2 pathway inhibition; Potency, µM (titrated, usually from 46 µM), without a hit: top-dose activity change, negative = inhibition, most hits filed as inhibitors; hit rate 2.1% among 360,000; A549 ARE-Fluc reporter, luciferase luminescence, 18-24 h; AID 504444; also: potency is read from the fitted curve at half-maximal effect; % is scaled to controls: 0 for no effect and ±100 for the full control effect; nearly all actives have a fitted effect of over 60% in size
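Concentration-response testing used A549 ARE_Fluc cells at 5000 cells/well. Following an 18-24 h compound incubation, viability was read by fluorescence (Ex 405/Em 525) and luciferase output by luminescence.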
HepG2 viability: counter-screen for TGF-b inhibitors: cytotoxicity in HepG2 cells. HepG2 CAGA-GFP viability, ATP luminescence, 18 h. Potency, µM (titrated, usually from 46.1 µM), without a hit: top-dose activity change, negative = cytotoxicity, actives largely listed as cytotoxic. hit rate 0.76% among 410,000; also: potency is read from the fitted curve at half-maximal effect; some results filed as inactive show a strong effect at the top dose
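HepG2 CAGA-GFP cells (1000/well, DMEM with 1% FBS) received compound, then TGF-beta at 500 pg/mL final, and were incubated 18 hours at 37 degrees C. Viability was read by CellTiter-Glo luminescence. Media-only wells were set as complete cell-killing and DMSO as no toxicity.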
TGFb inhibitor: blocks TGF-b signaling; HepG2 CAGA-GFP TGF-b/SMAD3 reporter, GFP fluorescence, 18 h; TGF-beta stimulated, 500 pg/mL final; AID 588855; Potency, µM (series often up to 46.1 µM), for inactives: top-dose activity, negative = inhibition, usual class: inhibitors; hit rate 1.2% among 410,000; also: potency is read from the fitted curve at half-maximal effect; % is scaled to controls: 0 for no effect and ±100 for the full control effect; nearly all actives have a fitted effect of over 65% in size
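Read-out: total well GFP (ex488/em500-530) summed from mean per-cell fluorescence. Cells: HEPG2 CAGA-GFP, 1% FBS DMEM, 18 h at 37 degrees C with 500 pg/mL final TGF-beta. Unstimulated wells served as the full-inhibition control; stimulated DMSO wells = 0%.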
CCT chaperon mod: changes cytosolic chaperonin activity; activity change, % (test concentration not listed), hits read low; AID 651819; hit rate 0.3% among 360,000; purified chaperonin ATPase assay, HTRF ADP detection, 30 min; in the data active = activity change below about -30%; also: % is scaled to controls: 0 for no effect and ±100 for the full control effect
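ATPase activity: ADP formed was measured by HTRF Transcreener (665/615 nm ratio) after 30 min at 37 deg C with 10 uM ATP. Compounds screened at one 76 uM concentration against 40 or 20 nM TRiC in Tris pH 7.4/KCl/MgCl2/DTT buffer.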
Akt phos inh: inhibitors of Akt phosphorylation. hit rate 0.32% among 360,000. activity change, % for hits at 50 µM. Neuro2A IGF-stimulated pAkt S473 HTRF, 20 min; hits give low values; in the data active = activity change below about -80%; inconclusive = mostly about -51% to -80%; also: % is scaled to controls: 0 for no effect and ±100 for the full control effect
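Single-point screen (50 µM final compound) in Neuro2A cells stimulated 20 min with 6 nM IGF at 37 deg C. After lysis, Ser473-phosphorylated Akt read by HTRF (ex 330 nm, em 615/665 nm) as the 665/615 ratio.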
Abeta rescue: restores growth of yeast expressing A-beta42 peptide. yeast expressing A-beta42, growth rescue, OD600, 48 h; response scale: 0% DMSO, 100% iron-clioquinol control. Potency, µM (highest dose often 46.1 µM), for inactives: at the top dose growth rescue, hits mostly activators. hit rate 0.063% among 410,000. AID 1347071; also: potency is read from the fitted curve at half-maximal effect; nearly all actives have a fitted effect of over 55% in size
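Yeast growth medium received pinned compounds, then yeast cells expressing toxic A-beta were added; plates incubated at 30 C for 48 hr. Growth read as absorbance at 600 nm, normalized to DMSO and equimolar FeCl3 plus clioquinol controls.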
A549 viability: kills or reduces viability of A549 cells in Nrf2 counter-screen; A549 ARE-Fluc cells, CellTiter-Fluor viability, 18-24 h; Potency, µM (doses to about 46 µM), for inactives: at the top dose activity change, negative = cytotoxicity, usual class: inhibitors; hit rate 0.16% among 390,000; AID 504648; also: potency is read from the fitted curve at half-maximal effect; % is scaled to controls: 0 for no effect and ±100 for the full control effect
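Cytotoxicity counterscreen: CellTiter-Fluor fluorescence was measured in A549 ARE_Fluc cells after 18-24 h of compound exposure in a concentration series. The subsequent BugLite luminescent read reports ARE-luciferase activity.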
Starred values were filed as active, the others as inactive; i = inactive; ? = inconclusive; · = no result given; & = joins results of further samples; [ ] = another dose, or the depositor's remark. Unless noted, calls follow the shape of the dose curve; as a rule, active = well fitted curve in the direction sought with a large enough effect; inconclusive = small, poorly fitted or top-dose-only effect, or another doubt; inactive = no such curve, though single readings can be large; an effect the other way counts as inactive or inconclusive.

Short forms: A = Mm-Cpn inhibitor; B = Nrf2 ARE act; C = Nrf2 block; D = HepG2 viability; E = TGFb inhibitor; F = CCT chaperon mod; G = Akt phos inh; H = Abeta rescue; I = A549 viability
CCOc1ccc(Cl)cc1-c1cc(C(=O)NC(C)C)[nH]n1
  A: ·; B: 8.1%; C: ·; D: -1%; E: 22%; F: -0.6; G: i; H: -1%; I: ·
CCCCN1C(=S)SC(C)(C)C1/[N+]([O-])=C/c1ccc(S(=O)(=O)NC)cc1 (centres undefined)
  A: 3%; B: 0.0%; C: -12%; D: 4%; E: ?; F: -0.5; G: i; H: 3%; I: -4%
Cc1noc2ncc(C(=O)c3cc(F)ccc3O)cc12
  A: 2%; B: 0.8%; C: ?; D: 1%; E: 1%; F: -0.8; G: i; H: -14%; I: 4%
Cc1ccc(C)c(NC(=O)C2CCCN(S(=O)(=O)c3c(C)noc3/C=C/N(C)C)C2)c1 (centres undefined)
  A: -1%; B: -1.0%&-0.8%; C: -10%&5%; D: 3%&-23%; E: -23%&0%; F: -0.2; G: i; H: 4%&-10%; I: 1%&12%
COc1ccc(-c2cc(-c3ccccc3)n[nH]2)c(O)c1
  A: 1%; B: 11%; C: ?; D: -40%; E: ?; F: -0.8; G: i; H: -4%; I: 8%
COc1ccccc1CNC(=O)C1CCCN(c2cnccn2)C1 (centres undefined)
  A: -15%; B: 1.3%; C: -1%; D: -8%; E: -3%; F: 1.3; G: i; H: -4%; I: 8%
Fc1ccccc1Nc1ncnc2c1nnn2Cc1ccccc1
  A: -1%; B: 0.7%; C: -10%; D: -16%; E: 9%; F: -0.6; G: i; H: ?; I: 0%
Cc1cc(NC(=O)CNC(=O)C2CCCCC2)no1
  A: 0%; B: -0.2%; C: 14%; D: -1%; E: 6%; F: -1.6; G: i; H: 16%; I: 6%
COc1ccc(S(=O)(=O)Cc2ccc(C(=O)NCc3ccco3)o2)cc1
  A: -1%; B: 0.4%; C: 2%; D: -10%; E: 2%; F: 0.4; G: i; H: 2%; I: -7%
CCCOc1ccc(C(=O)N(Cc2ccc(N(C)C)cc2)CC2CCCO2)cc1 (centres undefined)
  A: ·; B: 6.9%; C: -14%; D: -37%; E: ?; F: ·; G: ·; H: -4%; I: -14%
O=C(Nc1cccc(OC(F)(F)F)c1)[C@@H]1O[C@H](CO)[C@H](O)[C@H](O)[C@H]1O
  A: ·; B: -0.9%; C: ·; D: 1%; E: 7%; F: -2.2; G: i; H: -18%; I: ·
Cc1ccc(CSCCNC(=O)CN(c2cccc(C)c2C)S(=O)(=O)c2ccccc2)cc1
  A: ·; B: 4.1%; C: ?; D: -34%; E: 6%; F: ·; G: ·; H: 29%; I: -11%
CCc1ccc(NC(=O)CSc2cn(CC(=O)N3CCCC3)c3ccccc23)cc1
  A: ·; B: 1.3%; C: ?; D: -16%; E: -24%; F: ·; G: ·; H: -13%; I: 2%
Cc1c(NC(=O)C(C)OC(=O)c2ccc(Br)o2)c(=O)n(-c2ccccc2)n1C (centres undefined)
  A: 3%; B: -0.4%; C: -3%; D: 2%; E: -1%; F: 1.4; G: i; H: 8%; I: -4%
COc1ccc(Cl)cc1NS(=O)(=O)c1cccc(C(=O)NC2CCN(Cc3ccccc3)CC2)c1
  A: ·; B: 3.0%; C: ?; D: -19%; E: ?; F: -0.8; G: i; H: -9%; I: -11%
OCCCCCNc1ncnc2ccccc12
  A: -2%; B: 0.3%; C: ?; D: -9%; E: -19%; F: -1.7; G: i; H: -3%; I: -5%
CC(=O)n1c2ccccc2c2c1c1ccccc1n2C
  A: -1%; B: 3.8%; C: -7%; D: 8%; E: 7%; F: 0.5; G: i; H: -8%; I: -11%
O=C(c1ccc2ccccc2c1)C1CCCN(C(=O)CN2C(=O)CSC2=O)C1 (centres undefined)
  A: 1%; B: 0.1%; C: -9%; D: -17%; E: 2%; F: 0.3; G: i; H: 3%; I: 0%
CCC(c1nnc(SCC(=O)N2CC3(C)CC2CC(C)(C)C3)o1)N(C)C (centres undefined)
  A: -1%; B: 0.1%; C: -2%; D: -12%; E: -9%; F: 0.9; G: i; H: 21%; I: 2%
COC(=O)c1sccc1NC(=O)c1c(-c2ccccc2)noc1C
  A: -1%; B: 5.2%; C: 7%; D: 2%; E: 2%; F: 0.3; G: i; H: -20%; I: 0%
CC(C)CNS(=O)(=O)c1ccc(Br)cc1N1CCC[C@@H]1CO
  A: 1%; B: -0.8%; C: 0%; D: -4%; E: -13%; F: -0.8; G: i; H: 19%; I: -8%
C=CCn1c(SCC(=O)Nc2cc(C)on2)nc2sc3c(c2c1=O)CCCC3
  A: -7%; B: -0.5%; C: 14%; D: -41%; E: 0%; F: -65*; G: i; H: 11%; I: -7%
COc1ccc(CN2CCC(C(N)=O)CC2)cc1OCc1ccccc1
  A: -3%; B: 0.1%; C: 4%; D: 7%; E: 2%; F: 1.8; G: i; H: 15%; I: 5%
Cc1ccc(Nc2nc(N)nc(CN3CCN(Cc4ccc5c(c4)OCO5)CC3)n2)cc1Cl
  A: 0%; B: -0.4%; C: -1%; D: 11µM*; E: -24%; F: -0.6; G: i; H: 8%; I: -28%
CCc1ccc(NC(=O)c2cc(CN3CCOCC3)on2)cc1
  A: ·; B: 4.0%; C: ?; D: -3%; E: 7%; F: ·; G: ·; H: 2%; I: 0%

Continuation:
Short forms: A = Mm-Cpn inhibitor; B = Nrf2 ARE act; C = Nrf2 block; D = HepG2 viability; E = TGFb inhibitor; F = CCT chaperon mod; G = Akt phos inh; H = Abeta rescue; I = A549 viability
CCN(C(=O)CSc1nnc(COc2ccccc2F)n1N)c1c(N)n(Cc2ccccc2)c(=O)[nH]c1=O
  A: ·; B: 1.0%; C: -2%; D: 3%; E: 9%; F: 1.9; G: i; H: -8%; I: 0%
COc1cc(C(=O)N2CCN(C(=O)CC(C)C)CC2)cc(OC)c1OC
  A: -1%; B: 0.0%; C: -9%; D: 15%; E: -23%; F: -4.7; G: ·; H: 1%; I: 1%
O=C(NC1CCOc2ccccc21)c1ccccn1 (centres undefined)
  A: -4%; B: 0.4%; C: -1%; D: 13%; E: 7%; F: 1.7; G: i; H: -17%; I: 0%
CCC1=NN(C(=O)c2cccnc2)C(O)(C(F)(F)F)C1 (centres undefined)
  A: 0%; B: -0.2%; C: 1%; D: 0%; E: 3%; F: 2.5; G: i; H: -5%; I: -3%
Cc1ccc(-n2c(N)c(-c3nc4ccccc4n3C)sc2=S)cc1
  A: 3%; B: 4.3%; C: ?; D: -12%; E: -18%; F: -2.1; G: i; H: -10%; I: ·
COc1ccc(C2C/C(=N\O)C(C)(C)O2)cc1 (centres undefined)
  A: 2%; B: 0.2%; C: 6%; D: 1%; E: -22%; F: -0.7; G: i; H: -4%; I: 3%
CCOc1ccccc1NC(=O)N1CCC(NC(=O)C2CCCCC2)CC1
  A: -1%; B: 0.1%; C: ?; D: 2%; E: 18%; F: -0.8; G: i; H: 6%; I: ?
Cc1ccc(SCC(=O)NCCN2C(=O)CSC2=O)c(C)c1
  A: 0%; B: -0.4%; C: 16%; D: -3%; E: 4%; F: -0.1; G: i; H: -1%; I: 6%
O=[N+]([O-])c1ccc(Cl)cc1C=NNc1ccccn1
  A: ·; B: ?; C: ?; D: 8%; E: -6%; F: 1.7; G: i; H: -12%; I: -6%
Cn1c(SCC(=O)c2ccccc2)nnc1-c1cccc(N)c1
  A: 0%; B: 2.5%; C: -2%; D: 8%; E: 18%; F: -3.1; G: i; H: 10%; I: -5%
Cc1nc(SCC(O)CO)c([N+](=O)[O-])[nH]1 (centres undefined)
  A: 0%; B: 0.3%; C: 8%; D: 0%; E: -1%; F: 0.9; G: i; H: 9%; I: -17%
C[C@H]1CN([C@@H](C)CO)C(=O)CCCn2nncc2CO[C@@H]1CN(C)S(=O)(=O)c1ccc2ccccc2c1
  A: ·; B: -0.6%; C: ·; D: -2%; E: 7%; F: 0.8; G: i; H: 3%; I: ·
CC(C)NC(=O)c1ccccc1NC(=O)CCS(=O)(=O)Cc1ccccc1
  A: -8%; B: -0.9%; C: 10%; D: -19%; E: -5%; F: -2.3; G: i; H: -7%; I: 2%
Cc1ccc(C2CC(=O)NC(SCC(N)=O)=C2C#N)s1 (centres undefined)
  A: 3%; B: 0.0%; C: 3%; D: 48%; E: 39%[activator]; F: -0.5; G: i; H: 8%; I: 14%
CCc1ccc(S(=O)(=O)c2cn(C)c3cc(F)c(F)cc3c2=O)cc1
  A: ·; B: 4.3%; C: 2%; D: -13%; E: 7%; F: ·; G: ·; H: -13%; I: 5%
Nc1nc(NC(=O)c2cccnc2)nn1-c1ccccc1
  A: 2%; B: -0.5%; C: 21%; D: 3%; E: -1%; F: -0.7; G: i; H: 1%; I: -4%
O=C(NCC(=O)N1CCN(S(=O)(=O)c2ccc3c(c2)OCCO3)CC1)c1ccccc1F
  A: -3%; B: 0.4%; C: -11%; D: -5%; E: 1%; F: 0.2; G: i; H: -6%; I: 1%

4 compounds from above, ordered by the number in Mm-Cpn inhibitor, descending.
Compound	Mm-Cpn inhibitor	Nrf2 ARE act	TGFb inhibitor	CCT chaperon mod	Akt phos inh
Nc1nc(NC(=O)c2cccnc2)nn1-c1ccccc1	2%	-0.5%	-1%	-0.7	i
Cc1ccc(SCC(=O)NCCN2C(=O)CSC2=O)c(C)c1	0%	-0.4%	4%	-0.1	i
O=C(NCC(=O)N1CCN(S(=O)(=O)c2ccc3c(c2)OCCO3)CC1)c1ccccc1F	-3%	0.4%	1%	0.2	i
O=C(NC1CCOc2ccccc21)c1ccccn1 (centres undefined)	-4%	0.4%	7%	1.7	i
